FN deposition inh: fibronectin deposition inhibition | AH1F fibroblasts, Alexa488-fibronectin deposition fluorescence, overnight | inhibition, % at 12.6 µM | 350,000 compounds, 0.086% hits | AID 743247;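 active = mean inhibition across replicates of 30% or more, regardless of how many single replicates reach that level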;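 also: positive control wells lacked labelled fibronectin entirely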
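Test system: AH1F fibroblast monolayer depositing Alexa488-labelled fibronectin into matrix. Input: 10000 cells per well. Technique: fluorescence, ex 485 nm, em 525 nm. Buffer or medium: DMEM plus 2% serum, read in PBS. Timing: 1 h cell adhesion before compound, then overnight fibronectin incubation. Compound: single dose, pinned. Read-out basis: inhibition from reduced deposited-fibronectin fluorescence.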
EWS-Fli block: EWS/Fli transcriptional activity inhibition; 350,000 compounds, 0.67% hits; inhibition, % at 12.6 µM; A673 NR0B1-luciferase reporter, viability-normalised;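 active = mean inhibition of at least 50% after viability correction, with every replicate also passing that limit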;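 also: firefly luciferase signal divided by Alamar Blue viability fluorescence both relative to DMSO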
RAD54 inh: inhibitors of human RAD54 branch migration | RAD54 Holliday junction branch migration, FAM/BHQ fluorescence | inhibition, % at 10.4 µM | 360,000 compounds, 0.14% hits;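 active = mean normalized replicate activity at least 40 and at least half of replicates scoring 40 or more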;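 also: 0% = median of neutral control wells and 100% = median of positive control wells; inhibitors cause a drop in the FAM fluorescence signal; in these data hits start at about 50%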
E-sel inducer: E-selectin induction on HUVECs. P16581. HUVEC E-selectin immunofluorescence imaging; normalized: neutral wells 0, TNF-alpha wells 100. activation, % at 7.58 µM. 260,000 compounds, 0.37% hits. AID 686992;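 active = mean E-selectin-positive cell signal at least 10% of the positive control, reached in at least 60% of replicates, without over 20% cell loss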;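 also: in these data hits start at about 27%; measured in HUVEC primary endothelial cells; signal is the percent of cells scored E-selectin positive by PE staining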
Target sequence (P16581 whole entry, looked up): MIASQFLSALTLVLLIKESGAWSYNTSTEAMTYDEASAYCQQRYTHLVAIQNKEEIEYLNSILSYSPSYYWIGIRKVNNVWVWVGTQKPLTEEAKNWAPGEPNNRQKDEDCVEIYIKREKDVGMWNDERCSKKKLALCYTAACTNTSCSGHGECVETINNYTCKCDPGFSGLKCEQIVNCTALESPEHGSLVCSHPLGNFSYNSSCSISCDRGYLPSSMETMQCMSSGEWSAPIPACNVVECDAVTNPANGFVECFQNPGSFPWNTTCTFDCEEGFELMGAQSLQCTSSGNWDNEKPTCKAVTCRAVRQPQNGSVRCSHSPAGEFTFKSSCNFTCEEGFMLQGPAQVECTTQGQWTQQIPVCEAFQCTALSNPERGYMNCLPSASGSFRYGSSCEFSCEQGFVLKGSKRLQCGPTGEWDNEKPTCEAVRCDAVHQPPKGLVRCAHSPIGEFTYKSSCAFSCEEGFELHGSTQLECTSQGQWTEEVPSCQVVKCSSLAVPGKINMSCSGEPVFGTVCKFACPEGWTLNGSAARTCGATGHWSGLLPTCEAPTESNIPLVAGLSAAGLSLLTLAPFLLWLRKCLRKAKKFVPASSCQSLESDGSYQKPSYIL
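System: HUVEC, human umbilical vein endothelial cells; quantity: 3,000 cells/well; buffer or medium: EGM-2 medium, gelatin-coated wells; dosing: single-point compound dose; detection: immunofluorescence imaging; evaluation: % PE-positive cells; benchmarks: TNF-alpha, DMSO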
XiGFP reactiv: X-chromosome reactivation activator | activation, % at 7.58 µM | XiGFP mouse fibroblasts, % GFP-positive cells imaging, 3 d; cells co-treated with 5-aza-dC sensitizer; scaled so ellipticine positive control = 100% | 360,000 compounds, 0.055% hits;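 active = mean normalized replicate activation at least 10% and every replicate at or above 10%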;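 also: 0% = median of on-plate neutral control wells and 100% = ellipticine 6 µM median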
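Schedule: 3 d treatment, 15 min room-temperature fixation; system: 68-5-11 XiGFP fibroblast line; buffer or medium: DMEM plus 5-aza-dC sensitizer; control set: ellipticine 6 µM positive control; compound: one concentration, pinned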
RAD52 anneal inh: blocks human RAD52 DNA annealing. P43351. inhibition, % at 18.7 µM. recombinant RAD52 DNA annealing, FRET fluorescence. AID 651710. 360,000 compounds, 0.46% hits;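 active = every replicate showing at least 50% inhibition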
Target sequence (P43351 whole entry, looked up): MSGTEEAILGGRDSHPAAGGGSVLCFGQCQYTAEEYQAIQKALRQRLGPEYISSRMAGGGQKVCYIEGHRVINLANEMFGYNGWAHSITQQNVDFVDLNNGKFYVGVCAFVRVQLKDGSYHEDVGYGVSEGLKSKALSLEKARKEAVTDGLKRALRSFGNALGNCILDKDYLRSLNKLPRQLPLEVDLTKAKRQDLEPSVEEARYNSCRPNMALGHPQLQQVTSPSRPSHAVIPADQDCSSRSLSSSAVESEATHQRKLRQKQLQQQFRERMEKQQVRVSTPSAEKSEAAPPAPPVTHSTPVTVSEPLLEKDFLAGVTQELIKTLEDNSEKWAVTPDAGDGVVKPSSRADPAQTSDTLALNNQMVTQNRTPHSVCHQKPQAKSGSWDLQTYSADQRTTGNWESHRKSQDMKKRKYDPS
S100A4 inh HTS: inhibitors of human S100A4 binding to myosin IIA peptide; 360,000 compounds, 0.14% hits; S100A4/TAMRA-MyoIIA peptide fluorescence polarization; inhibition, % at 10.7 µM; P26447;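 active = mean inhibition of at least 70% across replicates, with every replicate also reaching that level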
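System – human S100A4 monomer protein, biochemical binding assay · Buffer or medium – Calcium-containing HEPES buffer, pH 7.2 · Timing – 5 min between mix addition and reading · Also added – TAMRA-labelled myosin IIA heavy-chain peptide probe, 5 nM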
esBAF inh: blocks esBAF chromatin remodeling in mouse ES cells | Bmi1-luciferase knock-in reporter, 24 h; 100% = twice the neutral-well signal | AID 602393 | reporter increase, % at 12.5 µM | 350,000 compounds, 2% hits; in the data active = activation above about 40%;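 also: 0% = median of the plate's neutral control wells and 100% = double that signal; a rise in the Bmi1 reporter signal indicates esBAF inhibition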
An asterisk follows results filed as active; nt = no result given; & = joins results of further samples; ! = repeats disagree. Rows are unselected; 3% or so of the library scored in one or more.

SMILES	FN deposition inh	EWS-Fli block	RAD54 inh	E-sel inducer	XiGFP reactiv	RAD52 anneal inh	S100A4 inh HTS	esBAF inh
Cc1ccc(Oc2ccc(OCC(=O)NC3CCS(=O)(=O)C3)cc2)cc1 (stereo not given)	8	39	nt	nt	0.0	-7	-2	3
C[C@@H]1CN([C@@H](C)CO)C(=O)c2cccc(NC(=O)C3CCOCC3)c2O[C@@H]1CN(C)Cc1ccc(Oc2ccccc2)cc1	nt	-3	-7	-15	0.1	15	5	5
Cc1ccc(S(=O)(=O)N(C)C[C@H]2Oc3c(NC(=O)Nc4ccc(F)cc4)cccc3C(=O)N([C@H](C)CO)C[C@@H]2C)cc1	nt	-4	-7	2.1	0.0	7	-2	-4
CCCC(c1nnnn1CS(=O)(=O)c1ccc(C)cc1)N1CCN(CC)CC1 (stereo not given)	-9	2	nt	2.2	0.0	0	1	nt
Cc1ccc(-c2csc3ncnc(N4CCN(C(=O)c5ccco5)CC4)c23)cc1	-6	3	10	2.5	0.3	-14	5	1
CC(CO)NS(=O)(=O)c1cc(Cl)ccc1F (stereo not given)	-3	3	-4	0.1	0.1	-5	1	-1
COc1cccc(/C=N/NC(=O)c2ccc(=O)[nH]n2)c1O	3	-6	-4	-0.1	-0.2	-9	3	4
Cc1onc(-c2ccc(Cl)cc2)c1-c1ccnn1S(=O)(=O)c1ccc(Cl)cc1	-3	9	3	nt	0.0	-25	-4	nt
CN1[C@@H]2c3ccc(-c4cncnc4)c(=O)n3C[C@@H]2[C@@H](CO)[C@@H]1C(=O)N1CCc2ccccc2C1	nt	0	nt	0.3	0.0	nt	nt	5
O=C(C[C@@H]1CC[C@H](NC(=O)Nc2ccccc2)[C@H](CO)O1)NCc1cccc(F)c1	nt	-2	-2	0.4	0.0	-17	-13	4
COc1ccc(N2CCN(C(=O)COC(=O)Cc3c(F)cccc3Cl)CC2)cc1	3	-4	0	-1.3	-0.6	-4	-14	-2
O=C(Nc1ccc(O)cc1)c1ccc2c(c1)C(=O)N(Cc1ccco1)C2=O	4	3	nt	nt	0.1	-4	1	nt

Molecules from the list above with an aryl methoxy group, in the order listed:
SMILES	FN deposition inh	EWS-Fli block	RAD54 inh	E-sel inducer	XiGFP reactiv	RAD52 anneal inh	S100A4 inh HTS	esBAF inh
COc1cccc(/C=N/NC(=O)c2ccc(=O)[nH]n2)c1O	3	-6	-4	-0.1	-0.2	-9	3	4
COc1ccc(N2CCN(C(=O)COC(=O)Cc3c(F)cccc3Cl)CC2)cc1	3	-4	0	-1.3	-0.6	-4	-14	-2

(more compounds)
SMILES	FN deposition inh	EWS-Fli block	RAD54 inh	E-sel inducer	XiGFP reactiv	RAD52 anneal inh	S100A4 inh HTS	esBAF inh
CCCNC(=O)N1C[C@@H](C)[C@H](OC)CN(C)C(=O)c2cc(NC(=O)C3CCC3)ccc2OC[C@@H]1C	-11	-10	nt	0.0	0.5	nt	nt	-2
COc1cc(CCCN2C(=S)NC[C@@H]2CC2CCCCC2)cc(OC)c1OC	-3	2	3	1.0	0.4	6	-1	-4
C[C@@H]1CN([C@H](C)CO)C(=O)Cc2cc(NC(=O)Cc3ccccc3)ccc2O[C@@H]1CN(C)Cc1ccc(C(F)(F)F)cc1	-5	nt	0	0.1	-1.3	-12	-1	0
O=C(Nc1ccc(CN2CCOCC2)cc1)c1ccc(F)cc1	-8	-82	-10	0.1	0.0	1	2	16
Cc1ccc(SCCC(=O)Nc2ccccc2Br)cc1	0	0	-2	nt	0.0	-8	0	22
CC(C)N(C)c1ncnc2c1ncn2[C@H]1CN(Cc2ccccc2)C[C@@H](CO)O1	-22	-1	-7	-0.2	0.4	-8	-5	-1
Cc1cccc(CN2C(=O)c3ccccc3Sc3ccc(C(=O)NCCCN4CCOCC4)cc32)c1	3	nt	0	nt	-0.1	0	-2	0
Cc1ccc2nc(SCc3cn4cccnc4n3)[nH]c2c1	-6	nt	-3	nt	0.4	nt	nt	23
Cn1c(=O)[nH]c(=O)c2c1nc(N1CCN(c3ccccc3)CC1)n2CCSc1ncccn1	4	3	-2	nt	-0.1	-10	-10	0
CCNC(=S)NNC(=O)c1nn(C)c(C)c1Cl	-3	-2	nt	3.1	0.2	-8	-5	nt
O=C(O)COc1ccccc1/C=N/NC(=O)c1cc2ccccc2cc1O	-3	13	-8	6.1	0.0	-22	-6	nt
CC(C)CC(=O)N1CCN(S(=O)(=O)c2ccc(C3CCCCC3)cc2)CC1	-5	29	5	nt	0.1	1	-1	-15
CN(CC(=O)Nc1cccc(F)c1)CC(=O)Nc1cccc([N+](=O)[O-])c1	5	-16	nt	2.4	0.1	-20	-3	nt
COc1ccccc1N1CCN(S(=O)(=O)c2c(C(=O)N3CCOCC3)c(C)n(C)c2C)CC1	6	1	-1	nt	0.0	-5	0	-6
C[C@@H]1CCCCO[C@@H](CN(C)Cc2ccccc2)[C@@H](C)CN([C@@H](C)CO)C(=O)c2cc(NC(=O)C3CCCCC3)ccc2O1	nt	-1	-5	0.0	-0.1	3	1	5
Cc1ccsc1CN(C)C(=O)C1CCC(=O)N(CCc2cccc(F)c2)C1 (stereo not given)	5	nt	-6	1.6	0.0	-9	-3	65*
CN(C)CC(=O)Nc1ccc2c(c1)[C@H]1C[C@@H](CC(=O)NC3CCCC3)O[C@H](CO)[C@H]1O2	0	3	-12	-0.1	0.4	-7	-1	2
COc1ccc(C[C@@H]2CCn3cc(nn3)COC[C@H](Cc3ccccc3)NC2=O)cc1	-16	-5	nt	0.0	-0.1	-11	6	nt
C[C@@H]1CN([C@H](C)CO)C(=O)Cc2cc(NC(=O)CCCCCC(=O)Nc3ccccc3N)ccc2O[C@@H]1CN(C)Cc1ccc(-c2ccccc2)cc1	nt	-13	-2	15	0.0	-22	-5	30
N#Cc1c(-c2c(Cl)cccc2Cl)noc1/C=C/Nc1ccc(C(=O)O)cc1	1	-6	nt	nt	0.0	-40	12	nt
Cn1c(=O)c2cc(S(=O)(=O)NC(C(=O)NCc3ccccn3)c3ccccc3)ccc2n(C)c1=O (stereo not given)	-5	-5	-9	0.3	0.1	11	0	-2
CC(C)(C)[C@@H]1C=C(C(=O)N2CCN(Cc3ccccc3)CC2)O[C@H](OCCCCO)C1	-4	4&-12	-16&-4	-0.1	0.3	11&-19	9&-9	5
Cc1cc(C)n(-c2ccnc3cc(Cl)ccc23)n1	12	1	-6	2.8	0.2	-2	-3	5
O=C(COC(=O)C1=COCCO1)Nc1ccccc1OC(F)F	-4	-3	nt	-0.5	-0.1	-16	12	nt
COCCNc1ccc(S(=O)(=O)N2CCCC2)cc1[N+](=O)[O-]	1	5	nt	nt	0.0	-17	-2	nt
Fc1cc(F)cc(-c2c(-c3ccccc3)ncc3ccc(F)cc23)c1	-17	-47	-10	-0.1	0.0	10	-3	-3
O=C(NCc1ccccc1)c1ccc(CS(=O)(=O)Cc2ccc(F)cc2)o1	-1	nt	-4	0.0	0.0	-8	-8	-2
CC(C)c1nnc(NC(=O)CCS(=O)(=O)c2ccccc2)s1	-5	-8	6	-0.1	0.1	-9	-3	-12
COc1ccccc1NC(=O)N(C)C[C@@H]1OCc2cn(nn2)CCCC(=O)N([C@@H](C)CO)C[C@@H]1C	-14	4	-55	1.4	-0.1	-1	35	-1
CC(=O)Nc1ccc2c(c1)C(=O)N(C)[C@H]1CC[C@@H](CC(=O)Nc3cn(C)nc3C)O[C@@H]1CO2	5	14	-5	0.2	0.0	-1	-2	-2
O=C1CC(c2ccccc2)CN1C(=O)c1cncc(Br)c1 (stereo not given)	-13	6	nt	nt	0.2	-5	7	nt
CC1CCCC(C)N1C(=O)COC(=O)c1cccc(S(=O)(=O)N(C)c2ccccc2)c1 (stereo not given)	3	1	-1	0.7	0.1	-5	-2	4
CC(C)[C@H](NC(=O)c1ccc(Cl)cc1Cl)C(=O)NNc1cccc(C(=O)O)c1	-3	-28	nt	-0.1	0.1	-33	4	nt
C[C@@H]1CN([C@@H](C)CO)C(=O)Cc2cc(NC(=O)Nc3ccc(F)cc3)ccc2O[C@@H]1CN(C)C(=O)Nc1ccc(F)cc1	nt	-7	5	0.6	0.4	1	15	-4
O=C(N[C@H]1C/C=C\C[C@@H](CC(=O)N(CCO)Cc2ccccc2)C(=O)N[C@H](Cc2c[nH]c3ccccc23)COC1=O)OCC1c2ccccc2-c2ccccc21	-20	12	4	0.0	0.0	-21	1	-19
CN(/N=C/c1ccncc1)C1=NCCN1	-7	6	-5	0.0	-0.1	-3	-3	-9
CCCNC(=O)NCCC12CC3CC(CC(C3)C1)C2	nt	-26	nt	nt	0.0	-16	4	17
CC(C)NC(=S)N/N=C/c1ccc(N2CCOCC2)cc1	7	-7	-12	-1.1	5.1	-1	-1	nt
C[C@@H]1CN([C@H](C)CO)S(=O)(=O)c2ccc(C#CCN(C)C)cc2O[C@@H]1CN(C)S(C)(=O)=O	nt	10	8	-0.1	0.5	4	-7	5
CCOC(=O)c1cc([N+](=O)[O-])sc1N	-1	11	-3	1.1	0.0	-12	2	nt
O=C(CSc1n[nH]c(-c2cccnc2)n1)Nc1ccccc1C(F)(F)F	8	nt	0	nt	0.1	-12	-4	-4
Cc1ccc2nc(NC(=O)CS(=O)(=O)Cc3ccccc3)sc2c1	-19	-7	5	-0.8	0.0	-5	12	6
CCCNC(=O)N1[C@H](C#N)[C@H](c2ccc(-c3ccc(C(=O)N(C)C)cc3)cc2)[C@H]1CO	-8	-13	0	18	0.1	-14	6	2
O=C(Nc1ccc2c(c1)CCC2)c1cc(=O)[nH]c2ccccc12	7	-2	-4	0.1	-0.2	-26	-1	4
O=S(=O)(c1ccccc1)N1C[C@@H]2N[C@H](C1)C2c1ccc(-c2ccc(F)cc2)cc1 (stereo not given in full)	0&13	-4&1	nt	0.4&0.0	0.1&0.0	66*!	-8&66	nt
CCCOc1ccc(-c2c(C(=O)N/N=C/c3ccc(OCC)cc3)nnn2-c2nonc2N)cc1	0	-1	-3	-0.2	0.7	0	-2	2
CN(C(=O)c1ccc(S(=O)(=O)N2CCCC2)cc1)C1CCS(=O)(=O)C1 (stereo not given)	-2	5	-5	0.0	0.1	-6	-1	6
CCOC(=O)c1c(NC(=O)CSc2ncccn2)sc2c1CC(C)(C)NC2(C)C	nt	nt	5	0.0	0.5	10	3	-2
Cc1nc2c(OCc3ccc(Cl)cc3)cccn2c1N(C)C(=O)CCC1CCCC1	2	0	-6	-0.4	0.0	-57	2	10
COc1ccc(C(=O)Nc2cc(C(=O)NCCc3ccccc3)ccc2Cl)cc1	nt	-43	12	nt	nt	5	-1	29
CCCn1c(N)c(C(=O)CSc2nnc3ccccn23)c(=O)[nH]c1=O	-9	-3	nt	2.3	0.2	-3	0	nt
CC1(C)CC(=O)C=C(c2ccc(CO)cc2)C1=O	nt	-14	2	0.3	0.1	3	1	-7
CCOc1ccc(S(=O)(=O)NCCC(=O)Nc2nnc(C)s2)cc1	-4	-8	11	nt	0.1	-19	0	-5
COc1cccc(C(=O)Nc2ccc3[nH]c(=O)[nH]c3c2)c1OC	2	10	-5	0.1	0.0	-9	4	7

Source: PubChem BioAssay (Broad Institute)
